Assay outcomes as filed in PubChem.
hERG WT inh = qHTS for Inhibitors of KCHN2 3.1: Wildtype qHTS. Voltage-gated inwardly rectifying potassium channel KCNH2 (Homo sapiens), Q12809. U2OS, BacMam KCNH2, thallium flux FluxOr; stronger effect = lower value. activity change, % at 1.84 µM. 340,000 compounds, 0.37% hits. AID 720551, 2013;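 active = maximum activity change below -70%; inconclusive = maximum activity change between -70% and -50%; inactive = maximum activity change above -50%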; also: % is scaled to controls: 0 for no effect and ±100 for the full control effect
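U2OS cells transduced with wild-type KCNH2 virus are loaded with FluxOr dye for 45 min, and thallium flux is measured in kinetic reads before and after stimulation buffer. Rate constants are normalized to DMSO controls.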
Eya2 inh = qHTS Assay for Inhibitors of the Phosphatase Activity of Eya2 | Potency, µM (titrated, usually from 76.9 µM), without a hit: at the highest dose activity, negative = inhibition, usual class: inhibitors | recombinant Eya2, OMFP fluorescence dephosphorylation (OMFP is methylfluorescein phosphate) | Protein phosphatase EYA2 (Homo sapiens), O00167 | 330,000 compounds, 0.006% hits; also: potency is read from the fitted curve at half-maximal effect; % is scaled to controls: 0 for no effect and ±100 for the full control effect
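Eya2 protein (added as 0.2 uM solution) was preincubated with compound for 10 min at ambient temperature in 50 mM HEPES pH 7.5, 50 mM NaCl, 5 uM MgCl2, 0.05% BSA, 1 mM DTT. OMFP (added at 50 uM) then reacted 10 min; fluorescence read at 485/525 nm.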
USP2a inh = qHTS Assay for Inhibitors of Ubiquitin-specific Protease USP2a Using CHOP2 as the Reporter; Ubiquitin carboxyl-terminal hydrolase 2 (Homo sapiens), O75604; USP2 core, Ub-CHOP2 coupled fluorogenic reporter, 485/531; Potency, µM (highest dose often 38.3 µM), inactives show at the highest dose activity change, negative = inhibition, hits mostly inhibitors; 330,000 compounds, 0.01% hits; AID 463254, 2010;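 also: potency is read from the fitted curve at half-maximal effect; plate controls were DMSO wells for no effect and full inhibition by NEM control for full effect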
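USP2 core (10nM final) preincubated 30min RT with compound in 20mM Tris-HCl pH 8.0, 2mM CaCl2, 2mM beta-mercaptoethanol, 0.05% CHAPS; 25nM Ub-CHOP2 plus 25nM reporter substrate added, fluorescence (Ex485/Em531) read after 60min.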
Mito fusion act = qHTS Assay for Small Molecule Inhibitors of Mitochondrial Division or Activators of Mitochondrial Fusion; S. cerevisiae fusion-defective mutant growth rescue, CellTiterGlo 48 h; Potency, µM (doses to about 46.1 µM), for the others: top-dose growth rescue (activation), most hits filed as activators; 320,000 compounds, 0.23% hits;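 also: potency is read from the fitted curve at half-maximal effect; % of control where 0% means no effect; nearly all actives have a fitted effect of over 45% in size; temperature-sensitive fusion mutants such as fzo1-1 at 37 °C on non-fermentable ethanol glycerol medium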
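Growth-rescue viability read-out: after 48 h at the non-permissive 37C in glycerol/ethanol YPEG, yeast mitochondrial fusion mutants are measured by CellTiterGlo luminescence; compounds (23 nl pinned per well) restoring growth score as division inhibitors or fusion activators.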
Menin-MLL TR inh = qHTS Assay for Inhibitors Targeting the Menin-MLL Interaction in MLL Related Leukemias: Competition With Texas Red Labeled MLL-derived Mutant Peptide. O00255. Menin + Texas Red MLL mutant peptide, fluorescence polarization. Potency, µM (series often up to 61.6 µM), for the others: at the top dose FP activity change, negative = inhibition, actives largely listed as inhibitors. 270,000 compounds, 0.23% hits. AID 1768, 2009; active = well fitted inhibition curve with a large enough effect in the polarisation, with a control signal flat, not every such curve was filed as active; inconclusive = small, poorly fitted or top-dose-only effect, or effect the other way, or a change in a side signal; inactive = no such curve, though single readings can be large or run the other way; the % refers to the polarisation; also: potency is read from the fitted curve at half-maximal effect; % of control where 0% means no effect; many of its hits are not listed in these tables
PKM2 act = qHTS Assay for Activators of Human Muscle isoform 2 Pyruvate Kinase; Pyruvate kinase PKM (Homo sapiens), P14618; AID 1631, 2009; Potency, µM (doses to about 57.5 µM), for the others: at the highest dose activation, most hits filed as activators; 260,000 compounds, 0.34% hits; purified PKM2, Kinase-Glo ATP luminescence, activation; response scale: 0% is enzyme alone, no compound; also: potency is read from the fitted curve at half-maximal effect; % is scaled to controls: 0 for no effect and ±100 for the full control effect; nearly all actives have a fitted effect of over 55% in size
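Purified hPK-M2 (>95% pure) converted ADP (0.1 mM final) to ATP with 0.5 mM PEP in 50 mM imidazole pH7.2, KCl, MgCl2, Tween 20, BSA; 1 h at room temperature. ATP detected by Kinase-Glo luminescence.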
GALK inh = qHTS Assay for Inhibitors of Human Galactokinase (GALK) | P51570 | Purified GALK, Kinase-Glo residual ATP luminescence | Potency, µM (titrated, usually from 57.5 µM), for the others: at the highest dose activity change, negative = inhibition, most hits filed as inhibitors | 270,000 compounds, 0.007% hits | AID 1868, 2009; also: potency is read from the fitted curve at half-maximal effect; % is scaled to controls: 0 for no effect and ±100 for the full control effect
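ATP-depletion format; final 35 uM ATP, 100 uM D-galactose, 5 nM enzyme; pH 8.0 HEPES/Mg2+ buffer; 60 min RT; luminescence read 10 min after detection reagent.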
S-ASM inh = Inhibitors of Secretory Acid Sphingomyelinase (S-ASM): qHTS | placental ASM, HMU-PC fluorogenic substrate, 60 min | 340,000 compounds, 0.006% hits | Sphingomyelin phosphodiesterase (Homo sapiens), P17405 | Potency, µM (doses to about 57.5 µM), without a hit: top-dose activity change, negative = inhibition, usual class: inhibitors; also: potency is read from the fitted curve at half-maximal effect
Target sequence (P17405 47-631 limits assumed): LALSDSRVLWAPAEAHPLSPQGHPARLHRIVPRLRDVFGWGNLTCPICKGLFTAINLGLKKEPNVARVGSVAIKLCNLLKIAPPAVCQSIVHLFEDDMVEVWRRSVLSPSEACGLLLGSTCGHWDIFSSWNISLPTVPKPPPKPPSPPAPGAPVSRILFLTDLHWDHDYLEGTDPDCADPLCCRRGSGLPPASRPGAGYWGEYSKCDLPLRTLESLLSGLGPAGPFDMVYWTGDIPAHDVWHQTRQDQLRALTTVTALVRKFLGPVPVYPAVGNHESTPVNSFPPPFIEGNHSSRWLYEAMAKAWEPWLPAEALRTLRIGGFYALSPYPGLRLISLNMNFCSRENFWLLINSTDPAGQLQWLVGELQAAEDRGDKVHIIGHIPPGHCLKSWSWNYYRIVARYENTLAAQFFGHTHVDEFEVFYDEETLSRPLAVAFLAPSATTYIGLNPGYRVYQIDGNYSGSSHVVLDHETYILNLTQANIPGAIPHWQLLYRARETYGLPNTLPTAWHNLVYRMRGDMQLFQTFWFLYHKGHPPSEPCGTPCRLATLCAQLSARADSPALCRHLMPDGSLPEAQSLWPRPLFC
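Human placenta-derived ASM preincubated with compound 10 min at room temperature, then reacted with 9 uM (final) fluorogenic HMU-PC substrate for 60 min at 37 C. Stop solution raises pH to 10; fluorescence read at Ex 386/Em 447 nm.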
MBNL1 CUG block = qHTS Assay for Inhibitors of MBNL1-poly(CUG) RNA binding. 280,000 compounds, 0.036% hits. Muscleblind-like protein 1 (Homo sapiens), Q9NR56. Potency, µM (series often up to 57.5 µM), for the others: top-dose activity change, negative = inhibition, usual class: inhibitors. AID 2675, 2010. TR-FRET MBNL1-His/biotin-(CUG)12 binding, 665/545 ratio; active = well fitted inhibition curve with a large enough effect in the signal ratio, with a control signal flat, not every such curve was filed as active; inconclusive = small, poorly fitted or top-dose-only effect, or effect the other way, or a change in a side signal; inactive = no such curve, though single readings can be large or run the other way; the % refers to the signal ratio; also: potency is read from the fitted curve at half-maximal effect; % is scaled to controls: 0 for no effect and ±100 for the full control effect
Target sequence (Q9NR56 whole entry, looked up): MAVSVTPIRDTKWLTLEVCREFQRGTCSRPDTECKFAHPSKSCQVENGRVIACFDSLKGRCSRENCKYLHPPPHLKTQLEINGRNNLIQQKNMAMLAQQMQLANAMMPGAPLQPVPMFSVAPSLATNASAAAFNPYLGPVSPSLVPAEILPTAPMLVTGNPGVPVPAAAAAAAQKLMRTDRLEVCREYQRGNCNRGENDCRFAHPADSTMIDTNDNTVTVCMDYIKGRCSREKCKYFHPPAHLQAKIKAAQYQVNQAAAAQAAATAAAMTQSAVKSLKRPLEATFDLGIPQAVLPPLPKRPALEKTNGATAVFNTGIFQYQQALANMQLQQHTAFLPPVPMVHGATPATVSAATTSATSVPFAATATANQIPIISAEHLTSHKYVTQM
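Ratiometric TR-FRET (665 over 545 nm, excitation 340 nm) tracks disruption of MBNL1-His/biotin-(CUG)12 complex after 60 min at room temperature, with compounds at 92 nM to 58 uM final.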
BCR signal inh = qHTS Assay to Find Inhibitors of Chronic Active B-Cell Receptor Signaling | ABC-DLBCL IkBa-CBG/CBR reporter, luminescence ratio, 4 h | 340,000 compounds, 0.05% hits | AID 493014, 2011 | Potency, µM (doses to about 46.1 µM), inactives show at the top dose ratio change, negative = lower green/red ratio, hits mostly inhibitors; active = well fitted inhibition curve with a large enough effect in the signal ratio, with a control signal flat, not every such curve was filed as active; inconclusive = small, poorly fitted or top-dose-only effect, or effect the other way, or a change in a side signal; the % refers to the signal ratio;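 also: potency is read from the fitted curve at half-maximal effect; plate controls were basal doxycycline-induced cells for no effect and cells given 10 µM MG132 for full effect; MG132 reads +100%, hits lower the ratio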
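TMD8 ABC-DLBCL cells carrying doxycycline-inducible green luciferase fused to IkappaBalpha plus unfused red luciferase were exposed to compounds (up to 46 uM) for 4 hrs at 37C. Activity came from the overlap-corrected green/red luminescence ratio.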
TSHR antag = Antagonists of the Thyroid Stimulating Hormone Receptor: HTS campaign; TSHR-expressing cells, TSH-stimulated cAMP HTRF, 2 h; stronger effect = lower value; 330,000 compounds, 0.2% hits; activity change, negative = inhibition, % at 11.5 µM;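 active = activity change below a set negative limit, meaning inhibition stronger than a set level, cut at about -70% in these data; inconclusive = activity change between two set negative limits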; also: % is scaled to controls: 0 for no effect and ±100 for the full control effect
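Competitive HTRF cAMP read-out (cryptate anti-cAMP antibody, cAMP-d2; 30 min, room temperature) in freshly harvested TSHR cells. Compounds added before TSH at EC80 (4nM final), followed by 2 hours' incubation at 37 deg C.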
Active calls of the source: *; i = inactive; ? = inconclusive; · = not tested or not shown; [ ] = dose if it differs, or a comment. Unless noted, calls follow the shape of the dose curve; as a rule, active = well fitted curve in the direction sought with a large enough effect; inconclusive = small, poorly fitted or top-dose-only effect, or another doubt; inactive = no such curve, though single readings can be large; an effect the other way counts as inactive or inconclusive. A portion of the library, so the mix of outcomes need not match the whole.

mol	hERG WT inh	Eya2 inh	USP2a inh	Mito fusion act	Menin-MLL TR inh	PKM2 act	GALK inh	S-ASM inh	MBNL1 CUG block	BCR signal inh	TSHR antag
COc1ccccc1C1=NOC(COc2ccc3c(C)cc(=O)oc3c2)C1 (stereo not drawn)	12	15%	1%	13%	·	1%	1%	1%	-3%	?	13
COc1ccc(Br)cc1/C=N/n1nnnc1N	0	2%	-1%	1%	-38%	·	1%	0%	0%	-11%	14
O=C(CSc1nnc(C2COc3ccccc3O2)o1)N1CCCc2ccccc21 (stereo not drawn)	-3	3%	-2%	25%	4%	3%	-4%	-3%	-10%	16%	-5
Cc1ccccc1-c1nnc(SCC(=O)NC2CCS(=O)(=O)C2)n1C (stereo not drawn)	-6	-27%	6%	·	·	·	·	0%	·	3%	·
CC1CCN(c2ccc3nnc(CCC(=O)Nc4cccc(F)c4)n3n2)CC1	0	-8%	-1%	7%	1%	·	-7%	-15%	2%	-1%	-5
CCOC(=O)c1c(NC(=O)/C=C/C(=O)O)sc(C)c1-c1ccc(Cl)cc1	1	-5%	1%	5%	1%	1%	-8%	15%	10%	?	?
CC(C)C1OC(c2cccc(NC(=O)c3cccs3)c2)OCC1(C)C (stereo not drawn)	-8	-4%	4%	1%	38%[activator]	-1%	-1%	-3%	·	-5%	-7
O=C(Nc1cc(Cl)ccc1N1CCOCC1)c1ccc(Br)o1	-5	4%	0%	-7%	·	-9%	0%	-2%	-1%	?	-5
COc1cccc(C2C(C#N)=C(N)Oc3cc(C)oc(=O)c32)c1OC (stereo not drawn)	5	-1%	-2%	2%	2%	-1%	6%	-1%	-5%	1%	-6
CN(C)/C=C/c1onc(-c2ccccc2Cl)c1C#N	3	-3%	-1%	12%	21%	0%	11%	0%	·	?	-4
CC1CCCC(NC(=O)CCn2c(=O)oc3ccccc32)C1C (stereo not drawn)	2	-2%	1%	6%	-11%	-1%	-2%	4%	-9%	0%	-6
CSc1cccc(NC(=O)NNC(=O)C2CCN(S(=O)(=O)N(C)C)CC2)c1	2	6%	3%	-7%	-4%	-1%	11%	-1%	-7%	-3%	7
COc1ccc(C(=O)N[C@H](C(=O)NC2CCCCC2)C(C)C)cc1	5	-19%	-1%	·	·	·	·	-3%	·	-1%	-4
CN1CCN(CC(O)c2ccccc2)CC1 (stereo not drawn)	·	13%	2%	1%	·	0%	-2%	·	-16%	5%	20
Cc1ccc(S(=O)(=O)n2cccc2CO)cc1	6	-14%	2%	-5%	·	·	·	6%	·	0%	-1
COc1ccc(OC)c(NC(=O)CSc2nc(O)cc(=O)n2CC(C)C)c1	3	-7%	?	·	·	·	·	-5%	·	2%	-22
O=C1/C(=C\c2ccccn2)SC(=S)N1Nc1ncc(C(F)(F)F)cc1Cl	-18	12%	-6%	0%	?	2%	-4%	-25%	31%[activator]	3%	-5
CCC1(C)Cc2ccccc2-c2nc(NCCCO)n(-c3ccccc3)c(=O)c21 (stereo not drawn)	-7	-24%	1%	5%	-12%	-10%	-2%	93%[activator]	9%	-22%	11
CC(=O)Oc1ccc2c(=O)c(-c3ccccc3)c(C)oc2c1	-9	4%	4%	5%	-1%	1%	13%	61%[activator]	-6%	-10%	-4
Cc1ccc(NC(=S)N/N=C/c2c(C)[nH]c3ccccc23)cc1	2	1%	1%	-11%	?	1%	-3%	-23%	-5%	?	-18
COc1cc(C(=S)N2CCOCC2)ccc1OC(=O)c1ccc([N+](=O)[O-])cc1[N+](=O)[O-]	6	4%	0%	-10%	?	1%	3%	-4%	?	-13%	-24
COCCCNC(=O)/C=C/c1ccc(OCc2c(F)cccc2Cl)cc1	-1	-2%	6%	0%	-11%	-2%	13%	-1%	12%	-13%	14
CS(=O)(=O)N(CC(=O)NCCSCc1ccccc1)c1ccccc1Cl	2	8%	0%	-2%	-15%	7%	-1%	-2%	-2%	-1%	2
COc1ccc(NC(=O)NCCCN2CCCCC2C)cc1 (stereo not drawn)	18	29%	0%	-3%	3%	-4%	-3%	-2%	-16%	-2%	-13
O=S(=O)(Nc1ncnc2sccc12)c1cccc(F)c1	-8	-18%	-2%	·	·	·	·	5%	·	-4%	8
COc1ccc(C2(C(F)(F)F)NC(=O)N(C)C(=O)N2C)cc1 (stereo not drawn)	-11	-6%	-1%	4%	-7%	-2%	2%	0%	-10%	7%	2
O=C(Nc1cc(N2CCOCC2)ncn1)c1ccccc1	0	-4%	2%	0%	1%	-4%	1%	-1%	-8%	?	-9
CC(C)(C)OC(=O)N[C@@H](Cc1ccccc1)C(=O)NCC1CCC(C(=O)O)CC1 (stereo partly drawn)	-7	-5%	1%	6%	·	-2%	9%	4%	-9%	5%	-3
Cc1oc2c(C)c3oc(=O)c(CCC(=O)N4CCC(C(=O)NCCC(=O)O)(c5ccccc5)CC4)c(C)c3cc2c1C	2	-5%	2%	-4%	-20%	·	0%	87%[activator]	5%	17%	-8
Clc1cc(-c2ccc(/C=N/n3cnnc3)o2)ccc1Br	i	-17%	1%	-7%	16%	-20%	-1%	8%	?	?	44
COC(=O)c1c(NC(=O)CN2C(=O)NC3(CCC(C)CC3)C2=O)sc2c1CCC2 (stereo not drawn)	0	-4%	1%	0%	·	·	·	-6%	·	1%	-1
Cc1cc(C)cc(C(=O)OCC(=O)NCCNC(=O)COC(=O)c2cc(C)cc(C)c2)c1	-5	-2%	2%	2%	·	4%	-3%	2%	6%	?	5
COc1ccc(C(=O)Cn2c(NCCO)nc3ccccc32)cc1OC	3	7%	2%	-2%	-1%	17%	0%	-2%	-13%	?	-3
Cc1cccc(N2C(=O)CC(Sc3ccccc3C(=O)O)C2=O)c1 (stereo not drawn)	17	5%	2%	-13%	13%	?	2%	5%	?	?	-12
CCc1noc(C)c1C(=O)Nc1ccc(C#N)cc1	6	7%	0%	13%	·	·	·	3%	·	-2%	-7
CCOC(=O)[C@@H]1[C@H]2COc3ccccc3[C@@H]2N2C(=O)N(c3cccc(Cl)c3)C(=O)[C@@]12C	-10	-2%	0%	-3%	39%[activator]	1%	·	-2%	-8%	14%	-5
O=C(NC(=S)NCCN1CCOCC1)c1ccccc1	-25	-12%	2%	-9%	-27%	-3%	1%	3%	-15%	-11%	16
O=C(CC(c1ccccc1)c1cc(Br)ccc1O)N1CCCC1 (stereo not drawn)	1	4%	-3%	8%	1%	4%	-2%	-1%	-1%	?	19
Cc1ccc(C)c(NC(=O)CSc2nnc(CCNC(=O)OC(C)(C)C)o2)c1	-12	1%	0%	-2%	5%	9%	2%	0%	-1%	5%	-5
